BLM helicase inh: Bloom syndrome helicase (human) inhibition. recombinant BLM DNA unwinding, fluorescence dequenching. 350,000 compounds, 0.2% hits. Potency, µM (top dose mostly 56.1 µM), inactives show at the top dose activity change, negative = inhibition, actives largely listed as inhibitors. P54132; active = well fitted inhibition curve with a large enough effect;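 note: plate controls were vehicle for no effect and no enzyme for full effect; nearly all actives have a fitted effect of over 35% in size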
Target sequence (P54132 whole entry, looked up): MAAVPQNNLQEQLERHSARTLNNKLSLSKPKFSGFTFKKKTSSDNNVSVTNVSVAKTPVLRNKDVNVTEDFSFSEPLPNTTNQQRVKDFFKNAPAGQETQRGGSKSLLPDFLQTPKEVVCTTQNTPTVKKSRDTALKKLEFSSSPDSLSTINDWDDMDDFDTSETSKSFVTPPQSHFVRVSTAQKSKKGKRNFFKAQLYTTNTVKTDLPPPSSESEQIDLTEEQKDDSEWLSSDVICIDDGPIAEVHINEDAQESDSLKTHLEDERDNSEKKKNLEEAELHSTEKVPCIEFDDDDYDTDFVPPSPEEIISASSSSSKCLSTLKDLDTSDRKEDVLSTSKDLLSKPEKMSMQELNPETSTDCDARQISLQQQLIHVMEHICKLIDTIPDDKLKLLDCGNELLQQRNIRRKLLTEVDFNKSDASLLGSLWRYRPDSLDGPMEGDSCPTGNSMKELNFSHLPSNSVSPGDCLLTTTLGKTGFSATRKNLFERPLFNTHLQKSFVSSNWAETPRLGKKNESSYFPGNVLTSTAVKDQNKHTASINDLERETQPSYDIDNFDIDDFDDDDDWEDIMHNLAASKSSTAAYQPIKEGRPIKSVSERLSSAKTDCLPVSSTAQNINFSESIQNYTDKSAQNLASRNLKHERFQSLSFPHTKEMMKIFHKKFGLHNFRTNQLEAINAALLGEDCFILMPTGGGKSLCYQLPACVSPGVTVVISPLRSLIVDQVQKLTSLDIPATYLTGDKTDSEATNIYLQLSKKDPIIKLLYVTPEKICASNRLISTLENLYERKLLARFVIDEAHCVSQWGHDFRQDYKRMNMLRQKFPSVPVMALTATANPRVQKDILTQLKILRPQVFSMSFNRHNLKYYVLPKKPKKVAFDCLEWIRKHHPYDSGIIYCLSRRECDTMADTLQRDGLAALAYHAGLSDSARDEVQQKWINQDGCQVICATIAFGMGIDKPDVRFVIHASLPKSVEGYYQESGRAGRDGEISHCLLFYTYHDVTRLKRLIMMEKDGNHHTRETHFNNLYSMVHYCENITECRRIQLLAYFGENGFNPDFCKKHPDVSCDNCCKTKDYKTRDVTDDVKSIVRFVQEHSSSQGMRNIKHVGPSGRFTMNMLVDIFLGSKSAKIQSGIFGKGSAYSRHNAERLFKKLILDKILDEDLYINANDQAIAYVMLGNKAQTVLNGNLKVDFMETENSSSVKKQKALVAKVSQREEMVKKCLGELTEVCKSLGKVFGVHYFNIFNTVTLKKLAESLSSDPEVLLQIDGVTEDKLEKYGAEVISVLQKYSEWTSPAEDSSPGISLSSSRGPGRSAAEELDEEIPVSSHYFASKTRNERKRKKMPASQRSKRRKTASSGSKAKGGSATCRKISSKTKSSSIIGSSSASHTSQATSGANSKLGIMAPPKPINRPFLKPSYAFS
* hit, by the source's call; & = joins results of further samples; [ ] = dose if it differs, or a comment. Potency is the fitted concentration of half-maximal effect. A portion of the library; rates above refer to the full screens.

SMILES	BLM helicase inh
C[C@@H]1C[C@](C)(C(=O)c2ccco2)C=C1c1ccco1	1%
CCCCC/C=C\C/C=C\C/C=C\C/C=C\CCCCCC(=O)NCCc1ccc(O)c(O)c1	-1%
CC1CCC2C(=O)N3C(CCC(C)[C@H]3c3cccc(N4CCCC4=O)c3)C(=O)N2C1c1cccc(N2CCCC2=O)c1 (some centres not stated)	7%[12.4 µM]
CCCCC[C@H](O)/C=C/C=C/C=C/[C@H](O)C/C=C\CCCC(=O)O	0%
CC[C@H](C)[C@H](NC(=O)[C@H](Cc1ccc(O)cc1)NC(=O)[C@H](Cc1cnc[nH]1)NC(=O)[C@H](CCCNC(=N)N)NC(=O)[C@H](CC(C)C)NC(=O)[C@H](C)NC(=O)[C@H](CO)NC(=O)[C@H](Cc1ccc(O)cc1)NC(=O)[C@H](Cc1ccc(O)cc1)NC(=O)[C@H](CCCNC(=N)N)NC(=O)[C@H](C)NC(=O)[C@H](CCSC)NC(=O)[C@H](CC(=O)O)NC(=O)[C@H](CCC(=O)O)NC(=O)[C@H](C)NC(=O)[C@@H]1CCCN1C(=O)[C@H](C)NC(=O)[C@H](CC(=O)O)NC(=O)[C@H](CCC(=O)O)NC(=O)CNC(=O)[C@@H]1CCCN1C(=O)[C@H](CC(N)=O)NC(=O)[C@H](CC(=O)O)NC(=O)[C@@H]1CCCN1C(=O)[C@H](CCCCN)NC(=O)[C@H](CO)NC(=O)[C@@H]1CCCN1C(=O)[C@@H](N)Cc1ccc(O)cc1)C(=O)N[C@@H](CC(N)=O)C(=O)N[C@@H](CC(C)C)C(=O)N[C@H](C(=O)N[C@H](C(=O)N[C@@H](CCCNC(=N)N)C(=O)N[C@@H](CCC(N)=O)C(=O)N[C@@H](CCCNC(=N)N)C(=O)N[C@@H](Cc1ccc(O)cc1)C(N)=O)[C@@H](C)O)[C@@H](C)CC	4%
COC(=O)C1OC(=O)C2OC23[C@]2(C)C(OC(C)=O)CC4C(C)(C)C(=O)CC[C@]4(C)C2CC[C@@]13C (some centres not stated)	4%
c1ccc(CNc2ccnc(-c3ccoc3)n2)cc1	-5%
COC(=O)c1ccc(C(NC(=O)OCc2ccccc2)/C(F)=C/[C@@H](C)C(=O)N[C@@H](CO)Cc2ccccc2)cc1 (some centres not stated)	-6%
COC(=O)C1=COC(O[C@H]2OC(CO)[C@H](O)C(O)C2O)[C@H]2C1C(=O)C[C@@H]2C (some centres not stated)	-1%
CC1CCC2C(=O)OC(CN=[N+]=[N-])CN2C1c1ccc(Br)cc1 (configuration not stated)	-1%&-13%&-2%&-1%&2%&-1%[12.4 µM]
COc1ccc(C(=C2C(=O)Nc3ccccc32)c2ccc(OC)cc2)cc1	-11%
COC(=O)C1(C)C=C(Nc2ccc(OC)cc2)C(=O)N1c1ccc(OC)cc1 (configuration not stated)	-4%
CCCNC(=O)OC[C@@H]1O[C@H](CCO/N=C\[C@@H](OC)[C@H](C)/C=C\CC(=O)OC)C=C[C@@H]1Oc1ccc(OC)cc1	-5%[12.4 µM]
CC(N)=NCCCC[C@H](N)C(=O)O	1%
COc1ccc(Nc2nccc(NCCO)n2)cc1	-1%
CCN(CC)CCCC(C)n1c(-c2ccccc2)nc2c(NCc3ccccc3)nc(C)nc21 (configuration not stated)	1%
O=C(c1ccc(Cl)cc1Cl)n1nnc2ccccc21	7%
COc1ccc(/C=C/C(=O)/C=C/c2ccc(OC)cc2OC)c(OC)c1	-6%
COc1ccc(OC2C=CC(C#Cc3ccccc3)OC2CO)cc1 (configuration not stated)	-3%[12.4 µM]
c1cncc(CNc2cc(-c3ccc4c(c3)OCO4)ncn2)c1	-4%

The last five compounds of the part above lead into the next:
SMILES	BLM helicase inh
CCN(CC)CCCC(C)n1c(-c2ccccc2)nc2c(NCc3ccccc3)nc(C)nc21 (configuration not stated)	1%
O=C(c1ccc(Cl)cc1Cl)n1nnc2ccccc21	7%
COc1ccc(/C=C/C(=O)/C=C/c2ccc(OC)cc2OC)c(OC)c1	-6%
COc1ccc(OC2C=CC(C#Cc3ccccc3)OC2CO)cc1 (configuration not stated)	-3%[12.4 µM]
c1cncc(CNc2cc(-c3ccc4c(c3)OCO4)ncn2)c1	-4%
COc1ccc2[nH]cc(CCNc3nc(-c4cccc(NS(C)(=O)=O)c4)nc4ccccc34)c2c1	2%
CCN(CC)CCCCn1c(-c2ccccc2)nc2c(N(CCOC)CCOC)nc(C)nc21	2%
CC(C)(C)N1C(=O)[C@H]2[C@H]3[C@H](O)[C@H](O)C/C(=N/OC[C@@H](O)COCc4ccco4)[C@@H]3CC[C@@H]2C1=O	0%[12.4 µM]
CO/N=C1/c2cc(OC)ccc2O[C@@H](c2cccc(OC)c2)[C@H]1O	6%[12.4 µM]
C/C(CCN1CCCCc2nc(C)c(C)cc21)=N\OC[C@@H](O)COCc1ccco1	4%[12.4 µM]
Cc1nn(-c2ccccc2)c(NC(=O)NS(=O)(=O)c2ccc(Cl)cc2)c1C#N	-2%
CC1CCC2C(=O)N3CCCC3C(=O)N2C1c1ccc(Br)cc1 (configuration not stated)	2%&2%[12.4 µM]
CC12C=C(/C=C/c3ccc(C(F)(F)F)cc3)C(C)(C1)C(c1ccc(C(F)(F)F)cc1)CC2=O (configuration not stated)	-7%[12.4 µM]
C[C@@](N)(Cc1ccc(O)cc1)C(=O)O	2%
COc1cc2oc(-c3ccccc3)cc(=O)c2cc1O	-2%
C[C@@H](C(=O)NCCF)[C@H]1C[C@]1(C)[C@H](NC(=O)OCc1ccccc1)c1ccccc1	-2%
COC(=O)[C@H]1C[C@@H]1[C@H](NC(=O)Oc1ccc(F)cc1)c1ccccc1	-4%
CN(C)C(=O)c1ccc(-c2cncnc2NCc2cccs2)cc1	3%
CC(C)OC(=O)[C@H]1O[C@H](CCCCOCc2ccccc2)[C@@H](C)[C@H]2O[C@H]21	1%
COCCNc1nc(C)nc2c1nc(-c1ccccc1)n2CCN1CCCC1	6%
C=CC[C@@H]1C=C[C@H](O/N=C(\C)CCN2CCCCc3nc(C)c(C)cc32)[C@H](CO)O1	6%[12.4 µM]
O=C1[C@H]2[C@H]3[C@H](O)[C@H](O)C/C(=N/OC[C@@H](O)COCc4ccco4)[C@H]3CC[C@@H]2C(=O)N1Cc1ccccc1	1%[12.4 µM]
CNC(=O)C1(CC(C)C)C=CCN1C(=O)c1ccccc1 (configuration not stated)	2%
CCOC(=O)CCN1C(=O)[C@H]2[C@H]3[C@H](O)[C@H](O)C/C(=N/OCc4ccccc4)[C@H]3CC[C@@H]2C1=O	3%[12.4 µM]
C=C1C2c3ccccc3C(CC2(C)O[Si](C)(C)C)N1C(=O)OC (configuration not stated)	0%[12.4 µM]
Cc1noc(C)c1-c1nccc(-n2ccnc2)n1	4%
CCC1=C2CC[C@H]3C(=O)NC(=O)[C@H]3[C@H]2[C@@]2(C)C(=NCCOC)OC(=O)N2C1=O	-1%
C[C@H](O)C(N)C(=O)O (some centres not stated)	-2%&3%
CCCCc1nc2c(c3c1C[C@H](C)OC3)CN(C(=O)Cc1cccs1)CC2	4%[12.4 µM]
Nc1ccccc1C(=O)/C=C/c1ccccc1	0%
COc1ccc(O[C@H]2C=C[C@@H](c3ccccc3)O[C@H]2COC(=O)CC/C(C)=N\OC[C@@H](O)[C@H]2O[C@H]3OC(C)(C)O[C@H]3[C@@H]2O)cc1	-3%[12.4 µM]
C=C(C(=O)OC)C(NC(=O)OC)c1ccccc1 (configuration not stated)	0%
C=CCCCCCCCCCBr	3%
O=c1c2ccccc2oc2cc(O)c(C3COCC(CO)C(O)C(O)C3O)c(O)c12 (configuration not stated)	1%
Cc1nc(N2CCOCC2)c2nc(-c3ccccc3)n(CCN(C)C)c2n1	-12%
C=C[C@](C)(O)CCC1C(=C)CCC2[C@@](C)(CO)CCC[C@@]12C (some centres not stated)	-2%
C[C@@H]1CCN=C(N)S1	-8%
COC(=O)C/C=C\[C@@H](C)[C@@H](/C=N\O[C@@H](C)CN1CCCc2nc(C)c(C)cc21)OC	3%[12.4 µM]
C[C@@H]1CN2[C@H](c3ccc(Br)cc3)[C@H](C)CC[C@H]2C(=O)O1	2%[12.4 µM]
O=c1[nH]c(-c2ccccc2O)nc2ccccc12	-1%
COC(=O)N1C(C2CC2)=Cc2ccccc2C1CC(C)=O (configuration not stated)	3%
COc1cc2c(cc1OC)C(c1c[nH]c3ccccc13)NCC2 (configuration not stated)	4%
CC[N+](CC)(CC)CCOc1ccc(/C=C\c2ccccc2)cc1	40%[activator]
COc1c(C2=CC(=O)N(C)C2=O)c2c(n1C)C(=O)c1ccccc1C2=O	-7%
OC1OC[C@@H](O)[C@@H](O)[C@@H]1O (some centres not stated)	-1%
CC(=O)N1C2(C=CC1(C)C(=O)NCc1ccccn1)CCCCC2 (configuration not stated)	-3%
COc1ccc(S(=O)(=O)NCCCC(=O)Nc2ccc(Sc3ccc(N)cc3)cc2)cc1	-7%
CCCn1c(C)nc2c(NC(C)CCCN(CC)CC)nc(C)nc21 (configuration not stated)	2%
COC(=O)c1ccc(C(/C=C/[C@@H](C)C(=O)N(C)C)NC(=O)OCc2ccccc2)cc1 (some centres not stated)	-7%
CCN1CCCC1Cn1c(-c2ccccc2)nc2c(NCCOC)nc(C)nc21 (configuration not stated)	2%
COC(=O)[C@H]1CC2(CC=C(C)C)C(=O)[C@@](CC=C(C)C)(C(=O)C(C(=O)c3ccccc3)=C2OC)C1(C)C (tested in a mixture with another compound)	5%
CC(C)C[C@@H](CC(=O)N[C@@H](CCC(=O)O)CC(=O)O)NC(=O)[C@@H]1CNCC[C@H]1NC(=O)C[C@@H](NC(=O)C[C@H](Cc1c[nH]c2ccccc12)NC(=O)[C@@H]1CNCC[C@H]1N)C(C)C	5%
CC(=O)OC[C@@H]1O[C@H](C/C=N\OC[C@@H](O)[C@H]2O[C@H]3OC(C)(C)O[C@H]3[C@@H]2O)C=C[C@@H]1OC(C)=O	-1%[12.4 µM]
CCCn1c(-c2ccc(F)cc2)nc2c(N3CCCN(Cc4ccccc4)CC3)nc(C)nc21	-7%
COC(=O)[C@H]1Cc2c([nH]c3ccccc23)CN1C(=O)COc1ccc2c(C)cc(=O)oc2c1	0%
O=C1C=CC2(OCCCO2)C(Br)=C1CO	-3%
COc1ccc(OCC2CN3C(CCC(C)C3c3ccc(Br)cc3)C(=O)O2)cc1 (configuration not stated)	0%&-3%[12.4 µM]
COC(=O)[C@@H]1CC[C@H](C)[C@@H](c2ccc(C)cc2)N1C(=O)c1ccc(/C=N\OC[C@@H]2O[C@H](c3ccccc3)C=C[C@@H]2Oc2ccc(OC)cc2)cc1	-2%[12.4 µM]
CSCC[C@H](NC(=O)[C@H](CC(C)C)NC(=O)CNC(=O)[C@H](Cc1ccccc1)NC(=O)[C@H](Cc1ccccc1)NC(=O)[C@H](CCC(N)=O)NC(=O)[C@H](CCC(N)=O)NC(=O)[C@@H]1CCCN1C(=O)[C@H](CCCCN)NC(=O)[C@@H]1CCCN1C(=O)[C@@H](N)CCCN=C(N)N)C(N)=O	-2%
COc1ccccc1CNc1ccnc(-c2ccccc2C(F)(F)F)n1	-2%
C[C@@H](NCc1cc(Br)cc2[nH]c(=O)c(=O)[nH]c12)P(=O)(O)O	2%
CC(C)[C@@H](CC(=O)N[C@@H]1CCNC[C@H]1C(=O)N[C@H](CC(=O)N[C@@H](CCC(=O)O)CC(=O)O)Cc1ccccc1)NC(=O)C[C@H](Cc1c[nH]c2ccccc12)NC(=O)[C@@H]1CNCC[C@H]1N	4%
C[C@@H]1CC[C@H]2[C@H](C)[C@H]3CC[C@H]4C5[C@@H](O)CC6=CC(=O)CC[C@]6(C)[C@H]5C[C@H]4C3C(=O)N2C1 (some centres not stated)	2%
COC(=O)NC(/C(C(=O)OC)=C(\C)NCc1ccccc1)c1ccco1 (configuration not stated)	0%[12.4 µM]
COc1cccc([C@@H]2Oc3ccc(OC)cc3C[C@H]2OC(=O)NS(=O)(=O)c2ccc(F)cc2)c1	1%
(continued)
SMILES	BLM helicase inh
C[C@H]1COC(=O)[C@H](Cc2ccccc2)NC(=O)[C@@H](C)COC(=O)[C@H](Cc2ccccc2)NC1=O	-3%[12.4 µM]
Nc1nc2c(ncn2C2OC(COC(=O)c3ccccc3)C(OC(=O)c3ccccc3)C2OC(=O)c2ccccc2)c(=O)[nH]1 (configuration not stated)	23%
COc1cccc([C@@H]2Oc3ccc(Br)cc3C(=O)[C@H]2OC(=O)Nc2cc(OC)c(OC)c(OC)c2)c1	-8%
CCOC(=O)NC[C@H](Cc1ccc(OCCc2nc(-c3ccccc3)oc2C)cc1)N/C(C)=C\C(=O)c1ccc(C(F)(F)F)cc1	-14%
CO[C@H]1COC(=O)CCC[C@@H](C)[C@H](OC)COC(=O)[C@@H](C)NC(=O)C/C=C\[C@@H]1C	1%[12.4 µM]
CC(C)=CCC/C(C)=C/CO/N=C1/[C@H]2O[C@@H]2[C@@H](O)[C@H]2[C@H]1CCn1c(=O)n(Cc3cc4c(cc3Cl)OCO4)c(=O)n12	-1%[12.4 µM]
CC(=O)N1C2(C=CC1(C)C(=O)NCCN1CCOCC1)CCCCC2 (configuration not stated)	-4%

Quoted at random: 4 records from the list
SMILES	BLM helicase inh
C[C@@H]1CCN=C(N)S1	-8%
C[C@H]1COC(=O)[C@H](Cc2ccccc2)NC(=O)[C@@H](C)COC(=O)[C@H](Cc2ccccc2)NC1=O	-3%[12.4 µM]
C[C@@H]1CN2[C@H](c3ccc(Br)cc3)[C@H](C)CC[C@H]2C(=O)O1	2%[12.4 µM]
COc1c(C2=CC(=O)N(C)C2=O)c2c(n1C)C(=O)c1ccccc1C2=O	-7%
